Source: PubChem
HTR5A inv ag = HTR5A inverse agonism, opioid heterodimer counter-screen; HTR5A cell line, luminescence; inhibition, % at 9.3 µM; 340,000 tested, 0.083% active; AID 504634; in the data active means inhibition mostly above about 23%, no sharp cut-off; inactive means mostly below about 18%;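 further: 0% = cells with DMSO and 100% = no-cell wells with DMSO; some compounds called inactive have numbers as strong as hits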
Target sequence (P47898 whole entry, looked up): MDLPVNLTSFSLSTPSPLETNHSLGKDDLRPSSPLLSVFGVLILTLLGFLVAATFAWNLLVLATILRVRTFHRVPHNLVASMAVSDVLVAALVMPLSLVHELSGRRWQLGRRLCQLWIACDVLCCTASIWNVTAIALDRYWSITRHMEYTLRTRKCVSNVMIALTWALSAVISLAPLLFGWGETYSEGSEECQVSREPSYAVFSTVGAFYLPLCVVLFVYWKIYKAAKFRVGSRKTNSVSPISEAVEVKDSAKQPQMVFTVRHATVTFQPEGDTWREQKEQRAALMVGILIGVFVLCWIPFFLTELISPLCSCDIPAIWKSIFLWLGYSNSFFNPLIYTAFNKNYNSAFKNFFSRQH
AddAB inh = less growth of phage-infected E. coli with AddAB | 330,000 tested, 0.29% active | AID 435030 | E. coli expressing H. pylori AddAB, absorbance growth | inhibition, % at 11.9 µM; in the data active means inhibition above about 12%;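 further: 0% = vehicle wells of infected cells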
OPRM1-OPRD1 inv = inverse agonist of human OPRM1-OPRD1 heterodimerization | inhibition, % at 9.3 µM | P35372+P41143 | cell-based MOR-DOR heterodimer luminescence, inverse agonism | 340,000 tested, 0.21% active; in the data active means inhibition above about 22%, passing the limit was not always enough;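 further: 0% = cells with DMSO and 100% = wells without cells with DMSO; values of inactives mirror those of a sister screen read the other way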
MOR-DOR ag = OPRM1-OPRD1 heterodimerization agonism; AID 504326; 340,000 tested, 0.3% active; cells, luminescence; activation, % at 9.3 µM; in the data active means activation above about 18%;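 further: 0% = vehicle-treated cells and 100% = reference agonist; values of inactives mirror those of a sister screen read the other way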
Ecoli viability = reduces bacterial viability in AddAB counter-screen; E. coli V3065 growth, OD600 absorbance, 18 h; inhibition, % at 11.9 µM; 330,000 tested, 0.27% active; AID 449728;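 active means inhibition above the campaign's mean inhibition across all tested compounds plus 3 SD, cut at about 9.9% in these data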;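 further: uninfected addAB+ strain grown without phage in ampicillin broth; 0% = DMSO wells and 100% = ciprofloxacin 0.95 µg/ml wells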
PKA-R1A activ = activates the PKA-R1A holoenzyme complex | activation, % at 11.4 µM | P00514+P68181 | PKA-R1A dissociation, Cy5-IP20 fluorescence polarization; scaled: DMSO 0%, 113 µM cGMP 100% | 340,000 tested, 0.083% active;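 active means percent activation above the mean of all tested compounds plus 3 SD, cut at about 19% in these data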;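 further: higher means more PKAc released from R1A so a rise in polarization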
PfHsp90 set2 = inhibits growth of yeast expressing Plasmodium falciparum Hsp90. inhibition, % at 9.4 µM. 310,000 tested, 0.32% active. S. cerevisiae expressing PfHsp90, BacTiter-Glo ATP, 48 h; yeast lacking PDR1 and PDR3 efflux regulators. AID 504621;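 active means every replicate shows inhibition above about 80%, whatever the replicate mean, limit read from the data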;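 further: 0% = DMSO neutral controls and 100% = 20 µM radicicol positive controls; yeast relying on Plasmodium falciparum Hsp90 in place of its own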
Tat transport = inhibitors of E. coli Tat protein transport; inhibition, % at 10 µM; 340,000 tested, 0.036% active; E. coli MC4100 TorA-mCherry Tat export, fluorescence;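 active means mean replicate inhibition at least 50% and at least half of replicates individually reaching 50%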;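 further: exported cargo escapes ClpAP degradation while cytoplasmic cargo is degraded and loses fluorescence; 0% = median of neutral control wells and 100% = median of NaSCN control wells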
PKA-R2B act = activators of human PKA-R2B complex. P22694+P31323. PKA-R2B holoenzyme dissociation, Cy5-IP20 fluorescence polarization; R2B truncated from residue 108, S112A mutant; 0% DMSO only, 100% 113 µM cGMP. activation, % at 11.4 µM. 340,000 tested, 0.079% active. AID 504700;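 active means activation above a cutoff set at the mean over all compounds plus 3 SD, cut at about 18% in these data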;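 further: higher means more holoenzyme dissociation and a rise in polarization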
Target sequence (P31323 whole entry, looked up, other chains not shown, the tested form may be a part): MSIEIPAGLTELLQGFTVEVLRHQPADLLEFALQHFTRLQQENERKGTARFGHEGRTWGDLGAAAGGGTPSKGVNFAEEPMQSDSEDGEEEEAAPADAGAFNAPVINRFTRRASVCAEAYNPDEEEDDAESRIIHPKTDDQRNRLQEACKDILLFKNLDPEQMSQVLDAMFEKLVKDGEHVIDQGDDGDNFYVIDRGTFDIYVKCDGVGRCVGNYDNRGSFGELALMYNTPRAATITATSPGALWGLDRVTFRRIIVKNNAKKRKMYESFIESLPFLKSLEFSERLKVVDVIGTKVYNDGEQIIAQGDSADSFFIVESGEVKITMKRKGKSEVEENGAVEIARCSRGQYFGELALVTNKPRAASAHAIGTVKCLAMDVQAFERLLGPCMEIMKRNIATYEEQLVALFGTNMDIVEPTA
SUMO Mot1 rescue = blocks SUMOylation pathway, rescuing yeast Mot1-301 growth; S. cerevisiae Mot1-301 growth rescue, ATP luminescence, 38.5C; percent above DMSO median, 100 means doubled; 320,000 tested, 1% active; growth rescue, % at 18.8 µM;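 active means every valid replicate shows activation above 250% relative to neutral control wells; inactive means the rest, any valid replicate at or below 250%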;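 further: OY570 slx delta 5 strain wells were the positive control but not used for scaling; some compounds called inactive have numbers as strong as hits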
phage Ecoli inh = E. coli growth loss with phage present; growth absorbance; inhibition, % at 11.9 µM; 360,000 tested, 0.26% active; AID 651602; in the data active means inhibition above about 11%
* marks the source's active call; other numbers are inactive results; · = no result given; & = joins results of further samples.

Value order: HTR5A inv ag, AddAB inh, OPRM1-OPRD1 inv, MOR-DOR ag, Ecoli viability, PKA-R1A activ, PfHsp90 set2, Tat transport, PKA-R2B act, SUMO Mot1 rescue, phage Ecoli inh
- CCOC(=O)CSc1nnc(C)c(C)n1
→ 12.8, 2.3, 18.1, -3.2, -0.2, 1.7, -5.6, -2.9, -5.8, -13.5, 1.4
- Cc1sc2nc(CSC(C)C(=O)N(C)CC(=O)Nc3ccccc3C(F)(F)F)[nH]c(=O)c2c1C (stereo unspecified)
→ 4.4, -2.9, 12.3, -1.9, -1.1, -0.6, 14.1, -0.8, 0.1, -5.2, -1.8
- COC(=O)Cc1cc(=O)[nH]c(Nc2nc3ccccc3o2)n1
→ -1.7, -2.8, 9.5, -1.6, -3.0, 1.0, 5.0, -4.1, 7.9, ·, 0.2
- COc1ccccc1NC(=O)c1c(C)oc2c1CCCC2
→ -6.3, -0.8, -25.4, 4.3, -0.2, 1.3, -32.7, 3.3, 0.3, 19.0, 3.4
- O=C(CCn1cnc2ccccc21)N=Nc1c(O)[nH]c2ccccc12
→ -2.3, -0.5, 8.2, -1.6, -0.5, 15.4, -1.7, 3.5, 1.2, -6.1, 4.1
- CS(=O)(=O)N(CC(=O)Nc1ccc(S(=O)(=O)N2CCOCC2)cc1)c1cccc(F)c1
→ -5.9, 0.7, 10.9, -2.1, -0.7, -0.6, 4.4, -3.1, 2.9, -2.9, 1.7
- Cc1cccc(N2CCCn3c2nc2c3c(=O)[nH]c(=O)n2C)c1
→ -7.1, -0.7, 12.9, -2.7, -0.2, -7.1, 7.1, -0.3, -11.6, -9.8, -0.5
- COc1ccc(C(=O)Nc2ccccc2C(=O)NCCCn2ccnc2)cc1
→ 8.0, ·, 0.5, -0.1, ·, -1.3, 12.9, -4.1&0.6, -9.8, -39.4, 1.9
- Cc1ccc(S(=O)(=O)NC(=O)c2ccc(Br)o2)cc1
→ -9.1, 1.6, -0.6, 0.1, -0.6, -1.9, -5.3, -0.4, -11.7, -12.7, -0.9
- COc1ccc(NC(=O)c2ccc(Cl)c(S(=O)(=O)N3CCc4ccccc4C3)c2)cn1
→ -3.4, 3.7, -6.0, 1.2, -2.1, -1.6, 17.1, -0.2, -4.2, ·, -0.6
- COc1ccc2nc(C)cc(SCC(=O)N/N=C/c3cccc4ccccc34)c2c1
→ -12.5, -0.4, -11.7, 2.2, -0.7, 2.1, 6.8, 5.4, 2.0, 4.0, 0.6
- Cc1cc(NC(=O)CSc2nnc3c(C)cc4c(C)ccc(C)c4n23)no1
→ 8.7, 1.5, 10.4, -1.8, -0.2, 7.9, 11.4, -10.2, -1.2, -1.2, -1.0
- CCOC(=O)C1C(=O)NC(C(=O)OCC)(C(=O)OCC)C1CC (stereo unspecified)
→ 7.0, ·, 14.5, -3.0, ·, -5.5, -7.5, -0.2, 1.3, ·, 2.4
- COC(=O)CCC(=O)NNC(=O)CCCOc1ccc(Cl)cc1Cl
→ 7.2, -0.9, 14.4, -2.7, -0.8, 1.0, 11.1, 8.1, -7.4, -7.3, 2.7
- O=C(CSc1nnc(NC(=O)c2ccco2)s1)NCc1ccc2c(c1)OCO2
→ 7.2, 5.1, 16.5, -3.4, -1.3, -7.9, 3.1, -13.5, -6.9, 11.6, 2.1
- NS(=O)(=O)c1ccc(CCNC(=O)CC(c2ccccc2)c2ccccc2)cc1
→ 3.3, 1.2, 9.5, -1.9, 2.3, 5.1, -4.6, 4.9, 13.7, -0.9, 0.8
- N#Cc1ccccc1NC(=O)CSc1n[nH]c(-c2ccco2)n1
→ 25.3, -1.9, 9.9, -1.9, 0.3, 2.1, -3.0, 9.7, 5.7, 8.0, -0.7
- O=C(Cn1nnc2ccccc2c1=O)NCC1CCC(C(=O)O)CC1 (stereo unspecified)
→ 2.4, 3.8, 12.0, -2.2, 0.8, -9.1, 4.9, -7.3, -7.4, -0.2, 1.9
- COc1ccccc1NS(=O)(=O)c1cccc(C(=O)NN=C2CCCCCC2)c1
→ -56.8, 0.0, 7.7, -1.4, 1.4, 12.2, 16.4, 1.0, 0.6, -0.8, 0.9
- CC1=C(C(=O)OCC2CCCO2)C(c2cccc(C(F)(F)F)c2)C2=C(CC(c3ccco3)CC2=O)N1 (stereo unspecified)
→ -11.1, 0.8, 4.1, -0.9, -0.6, -1.2, -1.7, -4.5, -16.0, 14.7, 3.1
- CN(C(=O)c1cccc(NC(=O)Cc2ccc(NC(=O)C3CCCN(C(=O)c4ccccc4)C3)cc2)c1)C1CCCCC1 (stereo unspecified)
→ -3.6, ·, 7.6, -1.6, ·, -3.1, 1.1, 7.2, -6.0, ·, 1.2
- Cc1ccc(-c2csc3ncnc(N4CCc5ccccc5C4)c23)cc1
→ -17.3, -1.1, 11.5, -2.2, -1.1, -3.5, -8.5, -14.0, -15.5, -11.0, 5.6
- COc1cc(OC)cc(-c2cc(N)n(S(=O)(=O)c3cccc4nsnc34)n2)c1
→ -25.4, 0.3, 2.6, -0.5, -0.7, -7.4, 3.8, -1.3, -17.2, -19.0, 2.9
- Oc1ccc(Cl)cc1CNc1ccc(Br)cn1
→ -1.1, 1.4, -28.6, 6.3, 1.4, -9.3, ·, 7.6, 1.8, 24.6, 4.4
- COC(=O)c1ccccc1S(=O)(=O)N1CCC(C(=O)OC(C)C(=O)Nc2ccccc2OC)CC1 (stereo unspecified)
→ -5.8, 3.2, 1.0, -0.2, 1.4, -6.0, -5.4, -2.2, 0.8, 4.7, 4.8
- CCc1sc(/C=C(/C#N)C(N)=S)cc1[N+](=O)[O-]
→ 9.7, ·, 0.4, -0.1, ·, -8.0, 3.4, -3.3, -7.4, ·, 3.0
- O=C(COc1ccc(Cl)cc1)Nc1ccccc1C(=O)NCc1cccnc1
→ -6.6, 3.4, 3.9, -0.7, -1.3, -9.5, -0.5, 6.9, 3.5, 11.8, 2.2
- COC(=O)c1ccc(Oc2cc(C)nc(Cl)n2)cc1
→ -7.7, 0.7, -3.6, 0.5, -2.6, -14.4, 18.7, -3.4, -8.8, 173.6, 5.0
- Nc1c(C(=O)CSc2nnc(Nc3ccc(F)cc3)s2)c(=O)[nH]c(=O)n1C1CC1
→ -1.5, 1.4, 5.4, -1.4, 3.0, -5.5, -28.0, 10.2, -2.3, -3.1, 1.0
- COc1ccc(-c2n[nH]c(=S)n2-c2ccc(C)cc2)cc1OC
→ 12.4, 1.0, -4.2, 0.9, -2.2, -10.1, 3.7, -2.5, -3.8, 23.1, 2.6
- COCc1[nH]c(=S)c(C#N)cc1C(=O)OC
→ 3.6, 5.0, 8.5, -1.7, -3.6, -8.7, 9.2, -2.6, -5.2, 7.5, 2.7
- CCOc1ccc(CC(=O)Nc2ccc(S(=O)(=O)N3CCCC3)cc2)cc1
→ -11.5, 1.0, 3.3, -1.0, 2.8, -10.5, -0.9, -2.1, -2.1, 4.6, 0.9
- CCCCn1c(=O)[nH]c(=O)c2c1ncn2Cc1ccco1
→ 19.9, 1.9, 14.5, -2.7, -0.7, -6.2, -16.6, -2.2, -0.4, 128.4, ·
- O=C(NNC(=S)Nc1ccc(Br)cc1)c1ccc(N2CCOCC2)c([N+](=O)[O-])c1
→ 9.4, -1.1, 20.3, -4.0, -4.9, 7.2, -25.0, -2.8, -9.6, -12.8, -1.2
- CC(C)CNC(=O)COC(=O)c1ccc(F)cc1Cl
→ 4.0, -2.8, 8.0, -1.6, -1.3, 7.0, 0.8, -5.6, -3.1, -4.8, 1.6
- COc1ccc2c(=O)c3c(=O)n(Cc4ccco4)c(-c4cc(OC)c(OC)c(OC)c4)nc3oc2c1
→ 3.8, 0.2, 12.7, -2.5, 1.7, -19.8, 23.1, -8.4, -0.5, -8.7, -1.9
- O=C(O)c1cccc(S(=O)(=O)Nc2ccc3oc(=O)sc3c2)c1
→ -4.4, 2.5, 1.1, -0.2, 2.4, -2.4, -5.4, -12.2, 1.0, 3.8, 2.6
- O=C(CCNc1ccc(F)cc1)c1cc2ccccc2o1
→ 6.8, 2.5, -35.1, 7.7, 0.8, 0.7, -4.0, -8.5, -8.7, 127.0, -1.7
- COc1ccc(CCn2c(-c3ccc(Cl)cc3)n[nH]c2=S)cc1OC
→ 5.0, 3.6, 1.5, -0.3, 0.7, 4.6, -13.4, 2.0, -8.9, -15.2, 4.3
- O=C(Nc1cc(C(=O)Nc2ccccc2C(=O)O)cc(C(=O)Nc2ccccc2C(=O)O)c1)c1ccccc1
→ 1.2, 1.5, 12.0, -2.1, -0.2, -3.7, ·, -6.0, 2.0, -6.1, 0.1
- CCCN(Cc1ccccc1)C(=S)Nc1ccc(OC(F)F)cc1
→ 10.4, -0.5, -12.6, 2.8, -0.4, -8.1, -2.6, -3.7, -3.7, -6.6, 2.8
- O=C(Nc1nc(=S)ss1)c1c(F)cccc1F
→ 6.6, 3.1, 7.2, -1.8, 1.7, -7.4, 20.9, -4.8, 7.8, -11.0, 1.6
- Nc1cc(=O)[nH]c(SCC(=O)c2ccc(F)cc2)n1
→ -15.3, -1.6, 9.8, -2.0, 0.0, 8.6, -5.3, -12.0, -1.6, 15.1, -1.2
- Cn1c(CN2CCCCC2)nc2cc(NS(=O)(=O)c3ccc(F)cc3)ccc21
→ 6.9, 0.3, 10.3, -2.0, -2.6, 5.6, 9.6, 4.2, -9.4, 1.6, 2.8
- Nn1c(SCc2cccc(Oc3ccccc3)c2)nnc1C(F)(F)F
→ -2.2, 1.5, 7.6, -1.2, 0.1, 3.3, 25.7, -2.4, -0.9, -9.0, 4.3
- CCOC(=O)C1(CCOc2ccccc2)CCN(Cc2ccc(OCC)c(CO)c2)CC1
→ 5.4, -1.9, -17.0, 3.5, 0.1, -13.4, 21.2, 1.2, 4.0, -12.0, 1.3
- CC(C)CN1CC(Br)C(=O)NC1=O (stereo unspecified)
→ -17.9, ·, 19.5, -3.8, ·, -9.9, 6.1, 3.6, -1.2, ·, 0.3
- Cc1ccccc1OCCn1c(=S)[nH]c2ccccc21
→ 14.1, 4.0, -6.3, 1.3, 2.4, -12.3, -23.2, 1.4, -6.1, 0.8, 1.8
- O=c1nc2cccc3c2=c(/c1=C(\O)c1ccccc1)c1ccccc1c3=O
→ 11.7, -0.1, -4.4, 0.9, -1.8, -8.1, -19.2, 3.1, 4.1, 77.2, 4.2

Rewritten with bars between the fields: part of the list above
SMILES | HTR5A inv ag | AddAB inh | OPRM1-OPRD1 inv | MOR-DOR ag | Ecoli viability | PKA-R1A activ | PfHsp90 set2 | Tat transport | PKA-R2B act | SUMO Mot1 rescue | phage Ecoli inh
O=c1nc2cccc3c2=c(/c1=C(\O)c1ccccc1)c1ccccc1c3=O | 11.7 | -0.1 | -4.4 | 0.9 | -1.8 | -8.1 | -19.2 | 3.1 | 4.1 | 77.2 | 4.2
Cc1ccccc1OCCn1c(=S)[nH]c2ccccc21 | 14.1 | 4.0 | -6.3 | 1.3 | 2.4 | -12.3 | -23.2 | 1.4 | -6.1 | 0.8 | 1.8

This is a random part of the collection, and some 2.2% of all compounds hit somewhere here.
